PI5P4K alpha inh = blocks human PI5P4K alpha kinase activity | 1.2% of 330,000 active | PI5P4Kalpha enzyme, ADP-Glo luminescence, 60 min; active compounds read low | max response, %; active = max response of -50% or lower; inconclusive = between -30% and -50%; inactive = -30% or higher; note: value at the top dose of about 77 µM; % is set by controls: 0 for no effect and ±100 for the full control effect
Target sequence (P48426 whole entry, looked up): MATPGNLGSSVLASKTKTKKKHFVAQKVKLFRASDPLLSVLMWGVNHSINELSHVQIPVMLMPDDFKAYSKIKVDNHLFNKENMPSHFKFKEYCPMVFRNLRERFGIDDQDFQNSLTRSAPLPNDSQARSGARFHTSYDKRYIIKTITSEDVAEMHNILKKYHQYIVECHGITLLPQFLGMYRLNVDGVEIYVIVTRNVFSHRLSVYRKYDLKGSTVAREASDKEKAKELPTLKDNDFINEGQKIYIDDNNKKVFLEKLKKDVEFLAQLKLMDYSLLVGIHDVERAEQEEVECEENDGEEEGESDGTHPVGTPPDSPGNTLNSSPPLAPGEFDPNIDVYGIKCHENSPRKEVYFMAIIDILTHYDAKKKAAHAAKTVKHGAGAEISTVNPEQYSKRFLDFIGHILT
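Compounds were pin-transferred onto PI5P4Kalpha and substrate in HEPES pH 7.4 buffer with EGTA, CHAPS and 5% DMSO. ATP (5 microM final) started the reaction, which ran 60 minutes at room temperature before ADP-Glo detection.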
aSyn yeast inh = rescues yeast growth from alpha-synuclein toxicity; Yeast expressing alpha-synuclein, growth rescue, BacTiter-Glo, 24 h; Potency, µM (doses to about 46.1 µM), for inactives: at the highest dose growth rescue (activation), usual class: activators; 0.14% of 370,000 active; note: potency is the fitted concentration of half-maximal effect; % of control where 0% means no effect; nearly all actives have a fitted effect of over 65% in size
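Screening used galactose-induced yeast with toxic alpha-synuclein levels, exposed to compound for 24 hr at 30 deg C. Cell growth, read with BacTiter-Glo luminescence, gave the measured signal.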
FUS yeast rescue = suppressors of FUS proteinopathy in yeast | S. cerevisiae FUS-expressing, growth rescue, OD600, 24 h | Potency, µM (highest dose often 76.6 µM), inactives show at the highest dose growth rescue (activation), actives largely listed as activators | 0.24% of 390,000 active;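 note: potency is the fitted concentration of half-maximal effect; plate controls were DMSO vehicle for no effect and reference control for full effect; nearly all actives have a fitted effect of over 55% in size; some results filed as inactive show a strong effect at the top dose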
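Cultures pregrown in 2.5% raffinose medium are shifted to minimal medium containing 2% galactose to express toxic FUS. Compounds are tested at several concentrations. After 24hr at 30C, growth is quantified at 600 nm absorbance.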
IL2 activator = activates IL-2 in a cell-based reporter assay; IL-2 activation reporter assay, cell-based qHTS; stimulated with anti-CD3/CD4/CD28 beads; in transgenic mouse T cells; activation, % (series mostly up to about 46 µM); 0.065% of 360,000 active; in the data active = activation above about 50%; inconclusive = mostly about 30% to 49%; note: 0% is about no effect
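Unstimulated transgenic mouse T cells preincubated 60 min with compound, then stimulated with anti-CD3/anti-CD4-coated beads plus anti-CD28 for 18 h at 37 degrees C. IL-2 response read as EGFP and DsRed fluorescence by plate cytometry.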
WRN helicase inh = blocks human WRN helicase | Q14191 | WRN helicase unwinding, fluorescent forked duplex, kinetic | Potency, µM (doses to about 114 µM), without a hit: at the highest dose activity change, negative = inhibition, usual class: inhibitors | 0.46% of 360,000 active | AID 651768; note: potency is the fitted concentration of half-maximal effect; % is set by controls: 0 for no effect and ±100 for the full control effect; nearly all actives have a fitted effect of over 55% in size
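Primary qHTS, 1536-well format. 20 nM WRN + compound, 15 min RT; start with 100 nM forked fluorophore/quencher duplex, 2 mM ATP (final); kinetic read ex 525/em 598 nm.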
Abeta rescue = A-beta toxicity reversal in yeast. AID 1347071. Potency, µM (doses to about 46.1 µM), for the others: at the top dose growth rescue, actives largely listed as activators. 0.063% of 410,000 active. yeast expressing A-beta42, growth rescue, OD600, 48 h; response scale: 0% DMSO, 100% iron-clioquinol control; note: potency is the fitted concentration of half-maximal effect; nearly all actives have a fitted effect of over 55% in size
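Yeast growth medium received pinned compounds, then yeast cells expressing toxic A-beta were added; plates incubated at 30 C for 48 hr. Growth read as absorbance at 600 nm, normalized to DMSO and equimolar FeCl3 plus clioquinol controls.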
EPAC1 antag = EPAC1 (human) antagonism. EPAC1 GEF assay, Rap1b-BODIPY-GDP exchange fluorescence. Potency, µM (top dose mostly 115 µM), without a hit: at the top dose activity change, negative = inhibition, actives largely listed as inhibitors. 0.14% of 360,000 active. AID 720709;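 note: potency is the fitted concentration of half-maximal effect; plate controls were vehicle for no effect and positive control for full effect; nearly all actives have a fitted effect of over 50% in size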
EPAC1 agonist = activates human EPAC1 exchange factor; O95398; EPAC1 agonist qHTS, biochemical assay; response scale: 100% = response to 6.5 mM cAMP; Potency, µM (highest dose often 154 µM), inactives show at the top dose activation, actives largely listed as activators; 0.073% of 360,000 active; AID 720707; note: potency is the fitted concentration of half-maximal effect; nearly all actives have a fitted effect of over 60% in size
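Read-out is the fluorescence drop as BODIPY-GDP leaves Rap1B (480 nm excitation, 540 nm emission), recorded every 5 minutes over 30 minutes. Reactions held 100 nM EPAC1, 250 nM Rap1B–BODIPY-GDP and 50 uM GDP, with 6.5 mM cAMP setting full activation.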
PLK1 PBD inh = inhibitors of human PLK1 polo-box domain binding | P53350 | Plk1 PBD binding of FITC phosphopeptide, fluorescence polarization | Potency, µM, for the others: max response, negative = inhibition, usual class: inhibitors | 2.8% of 360,000 active; note: potency is the fitted concentration of half-maximal effect; series mostly up to about 57 µM; % is set by controls: 0 for no effect and ±100 for the full control effect; nearly all actives have a fitted effect of over 65% in size
Target sequence (P53350 whole entry, looked up, the tested form may be a part): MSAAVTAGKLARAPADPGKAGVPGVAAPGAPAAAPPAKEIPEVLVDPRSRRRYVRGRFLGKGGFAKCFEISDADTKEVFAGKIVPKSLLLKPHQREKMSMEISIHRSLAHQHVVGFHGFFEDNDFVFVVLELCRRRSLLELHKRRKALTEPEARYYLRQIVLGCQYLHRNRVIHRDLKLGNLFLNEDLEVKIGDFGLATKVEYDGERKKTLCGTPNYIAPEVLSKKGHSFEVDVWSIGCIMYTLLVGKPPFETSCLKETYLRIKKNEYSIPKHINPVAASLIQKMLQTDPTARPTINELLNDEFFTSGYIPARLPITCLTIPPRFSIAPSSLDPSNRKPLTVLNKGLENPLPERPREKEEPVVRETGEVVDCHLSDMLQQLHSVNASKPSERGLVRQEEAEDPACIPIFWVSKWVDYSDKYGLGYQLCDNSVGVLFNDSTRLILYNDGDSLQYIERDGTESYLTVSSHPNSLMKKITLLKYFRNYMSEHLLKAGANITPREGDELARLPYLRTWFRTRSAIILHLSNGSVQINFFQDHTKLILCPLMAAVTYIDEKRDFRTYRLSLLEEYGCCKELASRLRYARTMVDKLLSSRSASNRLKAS
* = called active by the depositor; ? = inconclusive; . = not tested or not shown; & = joins results of further samples; [ ] = dose if it differs, or a comment. Unless noted, calls come from the whole dose curve; as a rule, active = well fitted curve in the direction sought with a large enough effect; inconclusive = small, poorly fitted or top-dose-only effect, or another doubt; inactive = no such curve, though single readings can be large; an effect the other way counts as inactive or inconclusive.

SMILES	PI5P4K alpha inh	aSyn yeast inh	FUS yeast rescue	IL2 activator	WRN helicase inh	Abeta rescue	EPAC1 antag	EPAC1 agonist	PLK1 PBD inh
Cc1ccc(-c2cc(C(=O)NCCCn3ccnc3)no2)cc1	1	4%	-10%	1.5	-5%	-1%	-19%	5%	-4%
COc1cc(OC)c(OC)cc1/C=N/NC(=O)CSc1ccccc1F	-3	2%	-26%	0.5	-7%	-1%	-8%	2%	5%
CCC(=O)N(C)C[C@@H]1Oc2cc(Br)ccc2S(=O)(=O)N([C@@H](C)CO)C[C@@H]1C	-1	-1%	-25%	-1.5	0%	0%	-1%	-26%	-5%
Cc1cc(Br)ccc1NC(=O)CN(C)C(=O)CSCc1ccccc1	8	0%	39%	-0.5	-17%	?	-10%	-9%	-10%
CN1C(=O)CC2(C)C1=CCc1scnc12 (stereo not drawn)	3	-2%	-21%	1.2	3%[57.1 µM]	-20%	4%	-8%	-12%
COc1ccc(COC(=O)c2cc([N+](=O)[O-])ccc2N2CCOCC2)cc1F	3	1%	33%	-1.7	-7%	-1%	-9%	3%	-6%
COc1ccc2cc(C#N)c(Nc3cccc(F)c3)nc2c1	-2	3%	13%	0.9	-16%	16%	6%	1%	1%
Cc1ccc(NC(=O)C2=C(O)c3ccccc3N(C)S2(=O)=O)cc1	-20	-20%	-4%	-1.0	-13%	-28%	-10%	4%	?
CCCC(=O)NC(=S)Nc1cccc(Cl)c1N1CCCC1	29	1%	-6%	0.7	-8%	?	-16%	-19%	-4%
COc1ccccc1NC(=S)NCCN1CCOCC1	0	0%	-1%	-0.6	5%	-13%	7%	6%	?
COC(=O)c1sc(S(=O)(=O)NCCCN(C)C)c(C(=O)OC)c1C	2	-3%	1%	-0.1	5%	17%	20%	2%	-8%
O=C(O)c1cccc(Cn2c(Cl)c(/C=N/NC(=O)c3ccccc3)sc2=O)c1	4	7%	-13%	0.1	-8%	20%	11%	2%	-6%
Cc1cc(=O)oc2ccc(OCc3ccccc3)cc12	5	1%	-18%	-0.5	-6%	14%	1%	11%	-6%
CCOC(=O)[C@H]1[C@H]2COc3ccc(Br)cc3[C@@H]2N2C(=O)CN(Cc3ccc(OC)cc3)C(=O)[C@@]12C	-1	13%	?	0.2	1%	17%	-8%	11%	-10%
Cc1n[nH]c(C)c1CNCc1c(C(=O)N2CCCCCCC2)nc2ccc(Cl)cn12	1	0%	-31%	1.0	0%	2%	-1%	-6%	-13%
COc1ccc(NC(=O)c2ccc3nc[nH]c3c2)cc1	-4	-6%	-20%	-1.4	-6%	-5%	-5%	0%	-9%
CCOc1ccc(NC(=O)c2ccc(S(=O)(=O)N3CCOCC3)cc2)cc1	-2	0%	-4%	0.0	6%	-2%	-18%	-16%	-16%
O=C(Cn1ccc2cc(S(=O)(=O)N3CCCC3)ccc21)NCCc1ccccc1	-2	1%	11%	1.4	-12%	2%	-15%	-5%	-4%
Cc1ccsc1/C=C1/SC(=O)N(CC(=O)N2CCOCC2)C1=O	-3	-8%	-11%	0.2	3%	5%	13%	1%	-5%
Nc1c2c(=O)[nH]c(O)cc2nn1-c1ccccc1	-7	-3%	-5%	0.7	-2%[11.6 µM]	-4%	89µM*	13%	-10%
O=C(CN(Cc1ccco1)C(=O)c1ccc(F)cc1F)Nc1ccccc1C(F)(F)F	-8	1%	20%	-0.3	-9%	-2%	-6%	-8%	-9%
Cc1coc2c(C)c3oc(=O)c(CCC(=O)N(C)CC(=O)O)c(C)c3cc12	3	12%	-10%	-1.2	-8%	-13%	-18%	-4%	-3%
CCN1C(=O)c2ccccc2S(=O)(=O)c2ccc(C(=O)N3CCOCC3)cc21	-1	0%	-18%	-0.7	0%	-4%	11%	12%	0%
O=C(CCNC(=O)c1ccccc1Cl)NCC1CCCO1 (stereo not drawn)	-3	-1%	1%	-1.1	-4%	-5%	4%	7%	2%
COc1ccc(CNC(=O)CCCN2C(=O)NC3(CCCC3)C2=O)cc1	4	0%	-27%	-0.9	-3%	-10%	-8%	6%	1%
COC(=O)CCC(=O)Nc1ccc(S(=O)(=O)Nc2cc(OC)nc(OC)n2)cc1	1	0%	-1%	-3.0	4%	8%	20%	-1%	0%
CC(C)C(=O)Nc1cc(C(F)(F)F)ccc1N1CCOCC1	.	4%	-6%	-1.5	-3%[57.1 µM]	10%	-3%	2%	3%
CN1CCN(NC(=O)CN2C(=O)/C(=C/c3c(Cl)cccc3Cl)SC2=S)CC1	-5	-10%	9%	-0.2	-9%	20%	4%	0%	-25%
COC(=O)/C(=C\Nc1ccc(Cl)c2ccccc12)c1ncc(C(F)(F)F)cc1Cl	8	0%	.	-2.0	-7%	9%	-20%	0%	-1%
CC(C)(C)c1ccc(C(=O)NCCc2ccccc2)cc1	-1	0%	-11%	-4.0	-1%	-10%	22%	-1%	-2%
Cc1cc(C)cc(Cn2cc(CN3CC(N4CCN(Cc5ccccc5F)CC4)CS3(=O)=O)nn2)c1 (stereo not drawn)	3	-2%	-2%	-1.1	-6%	5%	-2%	8%	-7%
CCOC(=O)c1c(N)sc(C(=O)OC)c1C	-15	-8%	-20%	-2.8	5%	0%	-9%	-2%	30µM*
C/C(=N\NC(=O)c1ccn(C)n1)c1cccc(NC(=O)c2ccc(C)s2)c1	-13	-3%	32%	0.1	-33%[57.1 µM]	1%	36%[activator]	-6%	5%
NC(=O)c1ccc(Nc2nnc(-c3ccc(O)cc3)c3ccccc23)cc1	?	-8%	12%	0.2	-28%	9%	?	0%	-9%
O=C(Nc1cccc([N+](=O)[O-])c1)Nc1ccc2c(c1)OCCO2	13	-1%	6%	-0.3	5%	-12%	13%	-13%	-9%
CC(C)(C)c1ccc(C(=O)NC(=S)NCC2CCCO2)cc1 (stereo not drawn)	3	0%	-16%	-0.1	-30%[57.1 µM]	3%	11%	15%	1%
CCCCNC(=O)c1onc(CSc2cccc(C)c2)c1C(=O)O	-20	-2%	-3%	0.6	-5%	-19%	-2%	-11%	-12%
COc1ccc(N2CCN(C(=O)CNC(=O)c3cccs3)CC2)cc1	-6	-6%	7%	-1.5	-4%	1%	-7%	-2%	-8%
Cc1c(N)ccc(-n2nc3ccccc3n2)c1C	4	7%	36%	-2.0	0%	-1%	-5%	4%	-7%
CCCNC(=O)C(Cc1ccccc1)NS(=O)(=O)c1ccc2c(c1)c(=O)n(C)c(=O)n2C (stereo not drawn)	-4	7%	-1%&-14%	-1.5	4%	-11%&-10%	-10%	4%	-3%
COC(=O)c1c(C)oc(C)c1S(=O)(=O)NCc1ccc(Cl)cc1Cl	9	16%	-1%	1.0	-23%	-9%	-20%	8%	-1%
COc1ccc(C2c3c(oc4ccccc4c3=O)C(=O)N2Cc2ccncc2)cc1OC (stereo not drawn)	-1	-1%	-7%	20	1%	6%	-2%	-1%	-12%
COc1cccc(Oc2ccc(S(=O)(=O)N3CCOCC3)cc2[N+](=O)[O-])c1	3	8%	3%	-0.8	1%	10%	-29%	10%	-3%
O=C(CCC(=O)Nc1ccc(Br)cc1)N/N=C/c1ccccc1F	2	0%	16%	-0.5	4%	-8%	-5%	-10%	1%
COc1cc(OC)c(C2=NOC(C(=O)NCCc3ccccc3)C2)cc1Cl (stereo not drawn)	.	9%	15%	1.6	-8%	20%	-10%	4%	2%
CCOCCn1c(N2CCN(c3ccc(OC)cc3)CC2)nc2c1c(=O)n(C)c(=O)n2C	1	-2%	6%	-0.4	5%	-4%	-2%	4%	-7%
O=C(N/N=C/c1ccc(F)cc1)c1cc[n+]([O-])cc1	0	-12%	12%	0.8	20%	2%	28%	4%	-5%
O=C(CN1C(=O)CCSc2ccccc21)Nc1ccc2c(c1)OCCO2	.	0%	10%	-2.8	-6%	-31%[inhibitor]	-10%	3%	-14%
Cc1ccc2c(CN(C)Cc3cccc(Cl)c3)cc(=O)oc2c1C	0	21%	24%	-4.9	-11%	-7%	6%	4%	-4%
COc1ccc(C(=O)Nc2ccc(O)c3ccccc23)cc1	?	5%	18%	1.8	1%	21%	1%	-10%	-21%
O=C(NCc1ccc(C(F)(F)F)cc1)C1CC(c2cccc(F)c2)=NO1 (stereo not drawn)	1	1%	-27%	0.0	-2%	11%	1%	3%	-9%
O=C(Nc1nnc(SCc2ccc(Cl)cc2)s1)C1CCCO1 (stereo not drawn)	-10	14%	4%	-0.2	-1%	-8%	-5%	8%	-11%
C(=N\Nc1ccccn1)/c1cccnc1	-9	8%	-19%	0.5	12%	-6%	-18%	-13%	-7%
CC(C)(O)C#Cc1ccccc1C(=O)NC(CC(N)=O)C(=O)O (stereo not drawn)	1	2%	0%	0.9	-1%	25%	-15%	5%	3%
CCC1(CC)Cc2ccccc2-c2nc(NCCO)[nH]c(=O)c21	.	-13%	28%	-0.8	-1%	12%	-1%	3%	-2%

Screening data: PubChem, National Center for Advancing Translational Sciences (NCATS)
